Compound activity (PubChem)
GLA spleen mod = inhibits or activates alpha-galactosidase in human spleen homogenate | AID 2107 | Potency, µM (doses to about 80 µM), for the others: top-dose activity change, negative = inhibition, hits mostly inhibitors | 240,000 tested, 0.008% active | P06280 | human spleen homogenate, 4MU-alpha-Gal fluorescence, 40 min;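 also: 0% = enzyme with vehicle and -100% = no enzyme basal signal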
Target sequence (P06280 32-429 limits assumed): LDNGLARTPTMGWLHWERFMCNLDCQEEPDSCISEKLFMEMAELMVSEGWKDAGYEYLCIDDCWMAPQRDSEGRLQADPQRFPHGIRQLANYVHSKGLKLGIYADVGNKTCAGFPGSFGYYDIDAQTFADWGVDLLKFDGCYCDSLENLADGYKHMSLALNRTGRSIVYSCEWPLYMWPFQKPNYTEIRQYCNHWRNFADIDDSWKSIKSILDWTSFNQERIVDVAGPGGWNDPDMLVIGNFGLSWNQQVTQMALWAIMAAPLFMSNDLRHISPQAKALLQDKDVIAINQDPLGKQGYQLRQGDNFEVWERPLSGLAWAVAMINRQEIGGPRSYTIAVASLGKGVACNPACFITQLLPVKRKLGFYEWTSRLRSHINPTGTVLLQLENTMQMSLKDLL
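Inhibition or activation of alpha-galactosidase in human spleen homogenate is scored by 4-MU fluorescence after 40 min at 37C, pH 5.0, with 1 mM substrate. AC50s come from concentration-response fitted to the Hill equation.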
TRb SRC2 PPI = TRbeta-SRC2 interaction inhibition; P10828; TRbeta-SRC2 peptide binding, fluorescence polarization; receptor liganded with 1 µM T3; Potency, µM (doses to about 106 µM), without a hit: at the highest dose activity change, negative = inhibition, actives largely listed as inhibitors; AID 1469; 280,000 tested, 0.065% active;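 also: plate controls were bound peptide for no effect and peptide without receptor for full effect; nearly all actives have a fitted effect of over 50% in size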
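Decrease in fluorescence polarization of 20 nM Texas Red SRC2 coactivator peptide flagged inhibition of its binding to 0.6 uM TRb LBD; 1 uM T3 included, incubation 5 hr, ex 555/em 632 nm.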
Tau fibril ThT = blocks human tau fibril formation measured by thioflavin T; AID 1460; recombinant tau K18 P301L, heparin-induced fibrillization, ThT fluorescence; Potency, µM (series often up to 57.4 µM), for the others: top-dose activity, negative = inhibition, most hits filed as inhibitors; P10636; 270,000 tested, 2.1% active; also: nearly all actives have a fitted effect of over 55% in size
Target sequence (P10636 561-689 P618L limits assumed): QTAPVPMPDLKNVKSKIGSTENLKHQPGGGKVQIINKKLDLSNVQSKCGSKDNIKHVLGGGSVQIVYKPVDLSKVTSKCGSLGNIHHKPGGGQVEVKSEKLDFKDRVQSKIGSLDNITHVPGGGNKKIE
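Heparin-induced (20 uM) aggregation of recombinant human K18 P301L tau, 15 uM unlabeled with 0.24 uM labeled, pH 7 acetate buffer, 6 hr at 37 C with compound. Fibrils quantified by 30 uM ThT fluorescence after 1 hr ambient incubation.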
L3MBTL1 block = inhibitors of human L3MBTL1 | Q9Y468 | AlphaScreen L3MBTL1–H3K9me1 peptide binding | Potency, µM (doses to about 57.1 µM), inactives show top-dose activity, negative = inhibition, actives largely listed as inhibitors | 230,000 tested, 0.66% active; also: nearly all actives have a fitted effect of over 60% in size
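First, the protein-peptide complex forms for 30 min at room temperature (L3MBTL1 50 nM, biotinylated H3K9me1 peptide 75 nM). Next, compounds are pin-transferred and incubated 30 min. Finally, AlphaScreen beads are added and read after 30 min.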
TexasRed fluor = counter-screen for TRb-SRC2 inhibitors: fluorescence interference; TRb/SRC2 Texas Red total fluorescence interference; Potency, µM (highest dose often 106 µM), inactives show at the top dose fluorescence change, negative = quenching; 280,000 tested, 0.29% active; AID 1479; active = well fitted curve in either direction with a large enough effect; inconclusive = small, poorly fitted or top-dose-only effect
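Flags fluorescent or light-absorbing compounds by total fluorescence, S + 2P, at 555 nm excitation and 632 nm emission. Mixture: 20 nM Texas Red SRC2 peptide, 0.6 uM human TRb LBD, 1 uM T3, 5% DMSO; compound exposure 5 h at ambient temperature.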
ALDH1A1 block = inhibitors of human aldehyde dehydrogenase 1A1; 220,000 tested, 7.3% active; P00352; Potency, µM (series often up to 75.3 µM), for the others: at the highest dose activity, negative = inhibition, usual class: inhibitors; Purified ALDH1A1, NADH fluorescence, propionaldehyde substrate; active = well fitted inhibition curve with a large enough effect, not every such curve was filed as active; inconclusive = small, poorly fitted or top-dose-only effect, or another doubt; inactive = no such curve, though single readings can be large or run the other way;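 also: plate controls were no enzyme wells and a reference inhibitor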
Target sequence (P00352 whole entry, looked up): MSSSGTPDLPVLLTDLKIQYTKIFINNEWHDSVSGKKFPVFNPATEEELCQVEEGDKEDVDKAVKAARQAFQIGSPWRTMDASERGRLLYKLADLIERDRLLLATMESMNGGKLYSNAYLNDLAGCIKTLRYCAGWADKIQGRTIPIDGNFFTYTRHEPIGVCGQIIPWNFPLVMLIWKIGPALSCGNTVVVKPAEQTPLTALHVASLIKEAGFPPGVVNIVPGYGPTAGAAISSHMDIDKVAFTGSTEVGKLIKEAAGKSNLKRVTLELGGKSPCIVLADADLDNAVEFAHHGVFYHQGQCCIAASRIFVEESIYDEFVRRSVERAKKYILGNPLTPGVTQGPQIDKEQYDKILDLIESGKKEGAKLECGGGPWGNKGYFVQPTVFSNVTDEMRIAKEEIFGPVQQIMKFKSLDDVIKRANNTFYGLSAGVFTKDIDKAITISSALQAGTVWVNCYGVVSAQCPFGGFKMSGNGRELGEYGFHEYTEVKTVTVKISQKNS
Tau fibril FP = blocks human tau fibril formation measured by polarization; AID 1468; Potency, µM (highest dose often 57.7 µM), without a hit: at the top dose activity, negative = inhibition, most hits filed as inhibitors; K18 P301L tau heparin fibrillization, Alexa594 FP, 6 h; 280,000 tested, 0.39% active; also: nearly all actives have a fitted effect of over 55% in size
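Human tau K18 […] P301L fragment, 15 uM unlabeled plus 0.24 uM Alexa 594-labeled tau (final), with compound and 20 uM heparin in 100 mM sodium acetate pH 7; 6 hr at 37 C, then Alexa 594 FP read.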
Tau fluor counter = counter-screen for tau fibril formation inhibitors; tau K18 P301L (four-repeat tau fragment) Alexa594 fluorescence, heparin fibrillization; Potency, µM (series often up to 57.7 µM), for the others: at the highest dose activity change, negative = decrease; 280,000 tested, 0.93% active; also: nearly all actives have a fitted effect of over 55% in size
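Human K18 P301L tau (15 uM unlabeled plus 0.24 uM Alexa 594-labeled, final) in 100 mM sodium acetate pH 7 was mixed with compound and 20 uM heparin and incubated 6 hr at 37 C.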
The depositor's hits bear a star; u = inconclusive; x = not tested or not shown; [ ] = another dose, or the depositor's remark. Unless noted, calls follow the shape of the dose curve; as a rule, active = well fitted curve in the direction sought with a large enough effect; inconclusive = small, poorly fitted or top-dose-only effect, or another doubt; inactive = no such curve, though single readings can be large; an effect the other way counts as inactive or inconclusive. Unless noted, % is scaled to controls: 0 for no effect and ±100 for the full control effect; potency is read from the fitted curve at half-maximal effect.

1: COc1cc(-c2nc3n(n2)C(c2ccncc2)C(C(N)=O)=C(C)N3)cc(OC)c1OC (stereo not given)
2: CCCn1c(=O)[nH]c(=O)c2c1nc(-c1ccc(OC(F)F)cc1)n2CCN1CCOCC1
3: O=C(CN(Cc1ccccc1)S(=O)(=O)c1ccccc1)N/N=C/c1ccccc1[N+](=O)[O-]
4: CC1(C)CC(=O)C(C=NCCN2CCN(CC(=O)Nc3ccccc3)CC2)=C(O)C1
5: COc1ccc(C(=O)Nc2ccc3c4c(cccc24)CC3)cc1
6: COc1ccc(OC)c(-n2nnnc2SCC(=O)Nc2cc(C)ccc2OC)c1
screen / no. | 1 | 2 | 3 | 4 | 5 | 6
GLA spleen mod | 6% | 11% | 8% | -3% | -9% | 5%
TRb SRC2 PPI | 4% | -13% | 6% | 0% | -1% | 3%
Tau fibril ThT | -16% | 8% | -9% | -8% | u | -1%
L3MBTL1 block | 0% | x | -5% | -3% | 11% | -6%
TexasRed fluor | 2% | 0% | -5% | -3% | -5% | 1%
ALDH1A1 block | 6% | u | 11µM* | u | -6% | -8%
Tau fibril FP | -6% | 3% | u | -4% | 3% | -11%
Tau fluor counter | -9% | 8% | u | -7% | -14% | -13%

7: O=C(NCCCn1ccnc1)c1ccc(Br)c(S(=O)(=O)N2CCOCC2)c1
8: O=C(NCC(c1ccc(Cl)cc1)N1CCCCC1)c1ccccc1 (stereo not given)
9: CC(C)(C)c1cccc(/C=N/O)c1O
10: CCc1cccc(CC)c1N1C(=O)c2cc(N3CCOCC3)c([N+](=O)[O-])cc2C1=O
11: O=C(CN1CCCC1=O)NC1C2CC3CC(C2)CC1C3 (stereo not given)
12: O=C(COc1ccc(Cl)cc1)Nc1nnc(S(=O)(=O)N2CCCCCC2)s1
screen / no. | 7 | 8 | 9 | 10 | 11 | 12
GLA spleen mod | 6% | x | -7% | -17% | -1% | x
TRb SRC2 PPI | -2% | -2% | -2% | 4% | 0% | 5%
Tau fibril ThT | 2% | 3% | -8% | u | -4% | u
L3MBTL1 block | -2% | x | 11% | u | 5% | 3%
TexasRed fluor | 1% | -4% | -4% | 0% | -1% | u
ALDH1A1 block | 5% | x | 0% | 1% | 2% | x
Tau fibril FP | 3% | 9% | -11% | -7% | 1% | 10%
Tau fluor counter | -1% | -5% | -12% | -16% | 0% | -20%

13: CCOc1ccc(Oc2ccc(-c3nnc(-c4ccccc4)o3)cc2[N+](=O)[O-])cc1
14: CCN(CC)CCN1C(=O)C(=O)/C(=C(/O)c2ccc(F)cc2)C1c1ccncc1 (stereo not given)
15: Cc1ccc(Cl)cc1N1C(=O)N(Cc2ccc(C#N)cc2)c2ccccc2S1(=O)=O
16: COc1ccccc1CNC(=O)C(C)Sc1ccsc1[N+](=O)[O-] (stereo not given)
17: Cc1ccc(C(=O)N2CCC(C)CC2)cc1C
18: Cc1cc(O)c(-c2cc(O)c(C)cc2O)cc1O
screen / no. | 13 | 14 | 15 | 16 | 17 | 18
GLA spleen mod | -6% | -3% | x | 11% | 4% | 7%
TRb SRC2 PPI | -2% | -1% | 0% | 6% | 9% | 2%
Tau fibril ThT | u | 8% | 8% | -2% | -11% | 7.9µM*
L3MBTL1 block | -4% | 8% | x | -4% | 3% | -20%
TexasRed fluor | -1% | -6% | -1% | -1% | -2% | -3%
ALDH1A1 block | u | -8% | x | 3% | 11µM* | u
Tau fibril FP | 10% | 4% | u | 6% | -4% | 14µM*
Tau fluor counter | -22% | 0% | -23% | 1% | -5% | u

19: O=C(NCc1ccncc1)C(=O)Nc1nc2ccccc2s1
20: Cc1ccc(NC(=O)C(Cc2ccccc2)NS(=O)(=O)c2ccc3c(c2)oc(=O)n3C)cc1C (stereo not given)
21: COc1ccc(-c2nc3ccccc3nc2-c2ccccc2)cc1
22: O=C(Oc1ccc(N2C(=O)CCC2=O)cc1)c1ccccc1
23: CC1CC(OC(=O)C(O)c2ccccc2)CC(C)(C)N1C (stereo not given)
24: CCOc1ccc(/C=N/NC(N)=S)cc1
screen / no. | 19 | 20 | 21 | 22 | 23 | 24
GLA spleen mod | -2% | x | 9% | 8% | 12% | 6%
TRb SRC2 PPI | -3% | 3% | 11% | 2% | 8% | -3%
Tau fibril ThT | -5% | 5% | -15% | -8% | 7% | -9%
L3MBTL1 block | 1% | x | 63%[activator] | 25% | x | 0%
TexasRed fluor | -5% | -6% | 1% | 1% | -2% | 6%
ALDH1A1 block | -10% | x | u | 0% | x | 6%
Tau fibril FP | 5% | -5% | -1% | -8% | 3% | 1%
Tau fluor counter | 3% | -21% | -22% | -5% | 2% | -4%

25: Cc1ccc(CN2CCN(C3CCNCC3)C(=O)C2=O)cc1
26: CC(=O)Nc1cccc(C(=O)NCc2ccc3c(c2)CCN3C(=O)c2ccc(F)cc2)c1
27: CC(C)(C)c1ccc(OCCCC(=O)N2CCOCC2)cc1
28: O=C(Nc1ccc(N2CCOCC2)c(Cl)c1)c1ccc(Cl)cc1
29: CC(C)NC(=O)CCC(=O)N1Cc2ccccc2Oc2ncccc21
30: O=C(CSc1nc2ccccc2c(=O)n1Cc1ccco1)c1ccccc1
screen / no. | 25 | 26 | 27 | 28 | 29 | 30
GLA spleen mod | x | x | -2% | 6% | x | -4%
TRb SRC2 PPI | -2% | 4% | -5% | 1% | 2% | -11%
Tau fibril ThT | -5% | 6% | -1% | u | -1% | u
L3MBTL1 block | x | x | 5% | x | x | x
TexasRed fluor | -3% | -1% | -5% | -1% | 0% | -3%
ALDH1A1 block | x | x | -6% | -12% | x | u
Tau fibril FP | 1% | -5% | 0% | u | -2% | -12%
Tau fluor counter | 3% | -6% | 1% | u | -3% | u

31: O=C/C(=C\Nc1ccc(Cl)cn1)c1nc2cc(Cl)ccc2o1
32: O=C(NCCc1ccccc1)C1CCCN1C(=O)Nc1ccc(F)cc1 (stereo not given)
33: COC(=O)c1c(-c2ccccc2)csc1N
34: CC(C)(Oc1ccc(Cl)cc1)C(=O)Nc1nnc2n1CCS2
35: Cc1ccc(-c2cnco2)cc1
36: O=C(N/N=C/c1sc(=O)n(-c2ccccc2)c1Cl)c1ccccc1
screen / no. | 31 | 32 | 33 | 34 | 35 | 36
GLA spleen mod | -2% | 2% | -5% | x | 4% | -4%
TRb SRC2 PPI | -3% | 3% | -12% | 5% | -1% | -1%
Tau fibril ThT | u | -5% | -10% | 3% | -2% | -3%
L3MBTL1 block | x | 3% | x | x | 5% | -2%
TexasRed fluor | 0% | 2% | 1% | -5% | 2% | -3%
ALDH1A1 block | -1% | -1% | u | x | 12% | 16µM*
Tau fibril FP | 0% | -5% | 4% | 1% | -3% | 6%
Tau fluor counter | -14% | -5% | -13% | 4% | -6% | 8%

37: CC(C)c1ccc(NC(=O)CN2C(=O)COc3ccc(S(=O)(=O)N4CCCCCC4)cc32)cc1
38: COc1ccc(OC)c(-c2csc(NC(=O)Cn3[nH]c(=O)c4ccccc4c3=O)n2)c1
39: O=C(NCc1cccnc1)c1nn(-c2ccc(Cl)cc2)nc1CO
40: O=C(NC(=S)Nc1ccccc1N1CCCCC1)c1ccccc1
41: O=C(O)c1cc(N/N=C/c2ccncc2)ccc1Cl
42: CCOC(=O)c1ccc(Cn2c(-c3ccccc3)nnc2-c2ccccc2)o1
screen / no. | 37 | 38 | 39 | 40 | 41 | 42
GLA spleen mod | x | -8% | x | -5% | -5% | -1%
TRb SRC2 PPI | 6% | 13% | -6% | 2% | 0% | -4%
Tau fibril ThT | 6% | u | 7% | -11% | -13% | -4%
L3MBTL1 block | x | -8% | x | -1% | 4% | 12%
TexasRed fluor | 0% | -4% | 0% | -1% | -3% | -1%
ALDH1A1 block | x | 2% | x | 19µM* | x | u
Tau fibril FP | -10% | 8% | 5% | -19% | 0% | 2%
Tau fluor counter | -25% | -15% | 1% | -30% | -5% | -15%

43: Cc1ccc(-c2nn(C)c(=O)c3ccccc23)cc1CN1CCCCC1
44: COc1cc(NC(=O)CC(C)n2nc(C)cc2C)cc(OC)c1 (stereo not given)
45: Brc1cccc(-c2nnc3sc(CN4CCC5(CC4)OCCO5)cn23)c1
46: Cc1cc(C)cc(-c2nnc(SCC(=O)c3ccc4c(c3)OCCO4)o2)c1
47: COc1ccccc1S(=O)(=O)Cc1ccc(C(=O)NCc2ccc3c(c2)OCO3)o1
48: O=C(COc1ccccc1Cl)Nc1ccc2oc(-c3ccccc3F)nc2c1
49: O=C(NC1(C(=O)NC2CCCC2)CCCCC1)c1ccc2c(c1)OCO2
50: Cc1cc(NS(=O)(=O)c2ccc(NC(=S)Nc3ccc(Cl)cc3C)cc2)no1
51: CCOc1ccccc1N(CC(=O)N1CCCCCC1)S(C)(=O)=O
screen / no. | 43 | 44 | 45 | 46 | 47 | 48 | 49 | 50 | 51
GLA spleen mod | 1% | x | 1% | 1% | -3% | x | 4% | 4% | -2%
TRb SRC2 PPI | 2% | -7% | 4% | -1% | -2% | 2% | 1% | 0% | -2%
Tau fibril ThT | -3% | 7% | -1% | -10% | -8% | -12% | 4% | -6% | -1%
L3MBTL1 block | -3% | x | 5% | -6% | x | x | 2% | -1% | 3%
TexasRed fluor | 0% | -2% | 4% | -3% | -4% | -10% | 1% | -1% | 0%
ALDH1A1 block | x | x | 9% | -2% | -6% | x | 7% | x | 16%
Tau fibril FP | -11% | 5% | -6% | -14% | 6% | 0% | 1% | -12% | -1%
Tau fluor counter | -4% | 2% | -5% | -3% | -10% | 3% | -2% | -14% | 2%

Of the compounds above, 3 have a furan ring, fused or not.
30: O=C(CSc1nc2ccccc2c(=O)n1Cc1ccco1)c1ccccc1
42: CCOC(=O)c1ccc(Cn2c(-c3ccccc3)nnc2-c2ccccc2)o1
47: COc1ccccc1S(=O)(=O)Cc1ccc(C(=O)NCc2ccc3c(c2)OCO3)o1
screen / no. | 30 | 42 | 47
GLA spleen mod | -4% | -1% | -3%
TRb SRC2 PPI | -11% | -4% | -2%
Tau fibril ThT | u | -4% | -8%
L3MBTL1 block | x | 12% | x
TexasRed fluor | -3% | -1% | -4%
ALDH1A1 block | u | u | -6%
Tau fibril FP | -12% | 2% | 6%
Tau fluor counter | u | -15% | -10%
